Bioassay records deposited in PubChem BioAssay by Broad Institute.
S100A4 MyoIIA: S100A4-myosin IIA interaction inhibition | P26447 | S100A4/TAMRA-MyoIIA peptide fluorescence polarization | inhibition, % at 10.7 µM | actives 0.14% (n = 360,000);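 active = mean inhibition of at least 70% across replicates, with every replicate also reaching that level; inconclusive = mean inhibition reaches 70% but some replicates fall short; inactive = mean inhibition below 70%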
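Compound dosing: one dose per compound; test system: human S100A4 monomer with TAMRA-labelled myosin IIA peptide; probe or stimulus: TAMRA-labelled myosin IIA heavy-chain peptide probe, 5 nM; medium: HEPES buffer with Ca2+, pH 7.2; schedule: 5 min incubation before reading; benchmarks: neutral control DMSO, positive control TFP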
RAD54 inh: RAD54 (human) branch migration inhibition | actives 0.14% (n = 360,000) | Q92698 | AID 602329 | inhibition, % at 10.4 µM | RAD54 Holliday junction branch migration, FAM/BHQ fluorescence;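 active = mean normalized replicate activity at least 40 and at least half of replicates scoring 40 or more; inconclusive = only one of the two criteria met; inactive = mean below 40 and under half of replicates reaching 40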;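 note: 0% = median of neutral control wells and 100% = median of positive control wells; inhibitors cause a drop in the FAM fluorescence signal; in these data hits start at about 50%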
esBAF inh: SWI/SNF esBAF complex inhibition; mouse ES cells, Bmi1-luciferase knock-in reporter, 24 h; 100% = twice the neutral-well signal; reporter increase, % at 12.5 µM; actives 2% (n = 350,000); AID 602393; in the data active = activation above about 40%; inconclusive = no clear call, values can overlap the other calls;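 note: 0% = median of the plate's neutral control wells and 100% = double that signal; a rise in the Bmi1 reporter signal indicates esBAF inhibition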
RAD52 anneal inh: RAD52 (human) annealing inhibition. P43351. recombinant RAD52 DNA annealing, FRET fluorescence. inhibition, % at 18.7 µM. actives 0.46% (n = 360,000). AID 651710;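 active = every replicate showing at least 50% inhibition; inconclusive = mean inhibition at least 50% but not in every replicate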
Target sequence (P43351 whole entry, looked up): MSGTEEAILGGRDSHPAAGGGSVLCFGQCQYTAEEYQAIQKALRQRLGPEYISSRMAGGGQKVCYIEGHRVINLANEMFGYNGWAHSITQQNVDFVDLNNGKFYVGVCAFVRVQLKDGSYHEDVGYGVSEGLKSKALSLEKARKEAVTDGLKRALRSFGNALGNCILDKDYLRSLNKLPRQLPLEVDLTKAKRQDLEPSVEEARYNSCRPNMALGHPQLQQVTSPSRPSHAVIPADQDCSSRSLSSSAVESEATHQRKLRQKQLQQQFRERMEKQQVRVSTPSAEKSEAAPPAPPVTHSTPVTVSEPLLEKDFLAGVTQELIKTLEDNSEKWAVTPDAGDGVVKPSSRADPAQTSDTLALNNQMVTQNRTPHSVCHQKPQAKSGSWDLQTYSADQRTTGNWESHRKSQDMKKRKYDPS
E-sel inducer: induces E-selectin expression in human endothelial cells. actives 0.37% (n = 260,000). activation, % at 7.58 µM. HUVEC E-selectin immunofluorescence imaging; normalized: neutral wells 0, TNF-alpha wells 100. P16581. AID 686992;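 active = mean E-selectin-positive cell signal at least 10% of the positive control, reached in at least 60% of replicates, without over 20% cell loss; inconclusive = no rule given, readout overlaps actives, possibly toxicity-flagged; inactive = the rest, including those meeting only one limit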;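 note: in these data hits start at about 27%; measured in HUVEC primary endothelial cells; signal is the percent of cells scored E-selectin positive by PE staining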
Target sequence (P16581 whole entry, looked up): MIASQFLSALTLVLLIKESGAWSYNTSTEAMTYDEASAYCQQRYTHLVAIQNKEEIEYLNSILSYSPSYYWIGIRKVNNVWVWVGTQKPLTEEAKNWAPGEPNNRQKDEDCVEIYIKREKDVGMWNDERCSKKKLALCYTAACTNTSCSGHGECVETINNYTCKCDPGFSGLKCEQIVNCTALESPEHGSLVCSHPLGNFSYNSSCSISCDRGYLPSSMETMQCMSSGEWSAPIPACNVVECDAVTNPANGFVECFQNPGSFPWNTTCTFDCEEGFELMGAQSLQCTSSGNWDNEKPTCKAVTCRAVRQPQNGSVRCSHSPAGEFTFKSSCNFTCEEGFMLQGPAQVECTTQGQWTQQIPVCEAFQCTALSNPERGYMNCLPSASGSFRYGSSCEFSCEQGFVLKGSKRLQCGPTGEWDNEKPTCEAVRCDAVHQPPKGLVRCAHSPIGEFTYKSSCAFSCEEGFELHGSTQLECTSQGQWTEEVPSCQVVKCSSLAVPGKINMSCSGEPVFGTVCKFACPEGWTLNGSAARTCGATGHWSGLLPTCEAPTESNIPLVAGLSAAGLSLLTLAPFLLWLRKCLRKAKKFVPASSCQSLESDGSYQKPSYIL
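System: HUVEC, human umbilical vein endothelial cells; quantity: 3,000 cells/well; buffer or medium: EGM-2 medium, gelatin-coated wells; dosing: single-point compound dose; detection: immunofluorescence imaging; evaluation: % PE-positive cells; benchmarks: TNF-alpha, DMSO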
FN deposition inh: fibronectin deposition inhibition | inhibition, % at 12.6 µM | actives 0.086% (n = 350,000) | AID 743247 | AH1F fibroblasts, Alexa488-fibronectin deposition fluorescence, overnight;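 active = mean inhibition across replicates of 30% or more, regardless of how many single replicates reach that level; inconclusive = mean under 30% yet at least half of replicates reach 30%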;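 note: positive control wells lacked labelled fibronectin entirely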
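Material – AH1F fibroblast monolayer, labelled fibronectin deposition · Reagent – labelled fibronectin 24 nM · Timing – 1 h adhesion, overnight exposure · Measured by – fluorescence at 485 nm excitation, 525 nm emission · Read-out – inhibition of fibronectin deposition signal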
EWS-Fli block: inhibitors of EWS/Fli oncoprotein transcriptional activity. AID 651661. A673 NR0B1-luciferase reporter, viability-normalised. inhibition, % at 12.6 µM. actives 0.67% (n = 350,000);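 active = mean inhibition of at least 50% after viability correction, with every replicate also passing that limit; inconclusive = mean reaches 50% but only one of two replicates passes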;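 note: firefly luciferase signal divided by Alamar Blue viability fluorescence both relative to DMSO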
XiGFP reactiv: reactivates the inactive X chromosome in mouse fibroblasts; XiGFP mouse fibroblasts, % GFP-positive cells imaging, 3 d; cells co-treated with 5-aza-dC sensitizer; scaled so ellipticine positive control = 100%; actives 0.055% (n = 360,000); activation, % at 7.58 µM;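 active = mean normalized replicate activation at least 10% and every replicate at or above 10%; inconclusive = only one of the two criteria met; inactive = mean below 10% and not all replicates reach 10%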;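 note: 0% = median of on-plate neutral control wells and 100% = ellipticine 6 µM median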
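System: SV40-immortalized XiGFP fibroblast cells, line 68-5-11 / Incubation: 3-day compound exposure, then 15 min fixation at room temperature / Compound: single concentration per compound, delivered by pin transfer / Buffer or medium: DMEM plus 5-aza-dC sensitizer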
Starred values were filed as active, the others as inactive; ? = inconclusive; nt = no result given; & = joins results of further samples.

canonical_smiles	S100A4 MyoIIA	RAD54 inh	esBAF inh	RAD52 anneal inh	E-sel inducer	FN deposition inh	EWS-Fli block	XiGFP reactiv
C[C@@H]1CN([C@@H](C)CO)C(=O)Cc2cc(NC(=O)CCN3CCOCC3)ccc2O[C@@H]1CN(C)Cc1ccc(C(=O)Nc2ccccc2N)cc1	-2	nt	nt	3	-2.0	nt	nt	0.2
O=C(Nc1cc(Cl)ccc1Cl)C1CC(=O)N(c2ccccc2)C1 (configuration not stated)	-5	1	4	-7	1.3	4	-15	-0.1
Cc1cc(C)c(S(=O)(=O)N2CCN(C(=O)c3cc4ccccc4o3)CC2)c(C)c1	-3	0	1	-6	0.5	-4	5	-0.1
S=C(NCc1ccccc1)N1CCN(C2CCCCC2)CC1	-6	1	-9	-5	nt	-4	3	-0.1
Cc1cc(Cl)ccc1NC(=O)CCN1C(=O)NC(C)(C)C1=O	-1	-6	-8	-10	nt	5	-8	-0.1
CCN(CC)C(=O)C1CCN(S(=O)(=O)c2ccc3c(c2)CCCN3C(=O)C2CCC2)CC1	1	-1	7	2	nt	-3	10	0.0
CCOC(=O)c1ccc(N(CC2CO2)S(=O)(=O)c2ccc(C)cc2)cc1 (configuration not stated)	1	3	12	-11	0.0	1	9	0.0
C[C@@H]1CN([C@@H](C)CO)C(=O)CCCn2nncc2CO[C@H]1CN(C)Cc1ccc(O)cc1	15&0	6	-3&-4	-3&-5	0.1&-0.1	-6&2	1&4&0	-0.3&0.1
CCOC(=O)c1nccnc1C(=O)Nc1ccc(C(F)(F)F)cc1	-3	nt	nt	-8	0.6	-1	1	-0.1
CCOC1=C2[C@H](c3ccccc3Cl)N(S(=O)(=O)c3ccc(C)cc3)C[C@H]2C(C#N)(C#N)C(C#N)(C#N)C1	1	-2	-2	-25	0.7	-4	-10	0.0
Cc1noc(C)c1NC(=O)Nc1ccc2c(c1)C(=O)N([C@H](C)CO)C[C@H](C)[C@@H](CN(C)C(=O)Nc1ccc(C(F)(F)F)cc1)O2	9&-3	1&-2	1&1	-28&-2	0.2&-2.0	nt	-6&-40	0.0&-0.1
CNC[C@@H]1Oc2ccc(NC(=O)Nc3ccc(C(F)(F)F)cc3)cc2CC(=O)N([C@@H](C)CO)C[C@@H]1C	-2	11	1	29	0.1	-10	6	-0.2
Cc1ccc(OCC(=O)Nc2ccc(F)cc2)cc1	1	5	5	1	nt	nt	-34	nt
CCOC(=O)c1c(/N=C/N(C)C)sc2c1CCC2	-9	-1	1	-53	nt	3	6	-0.1
O=C(c1ccccn1)N1CC[C@H]2[C@H](CO)Nc3ccc(-c4cccc(F)c4)cc3[C@H]21	nt	-3	1	nt	?	-1	15	0.3
O=C(O)C[C@H]1C=C[C@@H](NC(=O)Nc2cc(F)ccc2F)[C@H](CO)O1	7	-4	5	-3	-0.2	-20	2	0.5
C/C(=N\NC(=S)NCCc1ccccc1)c1cccc(Br)c1	1	-2	1	-7	nt	nt	11	0.5
CO[C@@H]1CN(C)C(=O)c2cc(NC(=O)Nc3cccc(F)c3)ccc2OC[C@H](C)N(C(=O)Nc2c(C)noc2C)C[C@@H]1C	-19	8	1	-10	0.0	-8	-14	0.5
C[C@@H]1CCCCO[C@@H](CN(C)C(=O)NC2CCCCC2)[C@@H](C)CN([C@H](C)CO)C(=O)c2cc(NS(=O)(=O)c3ccc(F)cc3)ccc2O1	-6	7	0	3	nt	-2	-9	0.1
O=C(C(=O)N1CCOCC1)c1cn(CC(=O)N2CCCCC2)c2ccccc12	0	-5	nt	-1	nt	-7	nt	0.0
CC(Oc1ccc(Br)cc1)C(=O)N1CCC(C(N)=O)CC1 (configuration not stated)	-3	nt	nt	-10	0.2	1	-11	0.0
Cc1ccccc1OCCC(=O)OCC(=O)NCCNC(=O)COC(=O)CCOc1ccccc1C	-10	3	2	-14	0.1	-6	-2	-0.7
N#CNC(=Nc1ccc(Cl)cc1)Oc1ccccc1	-1	nt	nt	-9	2.5	-5	10	0.2
CCc1ccccc1NC(=O)CNC(=O)c1ccccc1OCc1c(C)noc1C	-1	4	0	-5	nt	-4	6	0.0
O=C(C[C@H]1C[C@H]2c3cc(NS(=O)(=O)c4ccc(F)cc4)ccc3O[C@H]2[C@@H](CO)O1)NCCN1CCCCC1	1	-2	2	9	0.2	8	-16	0.0
O=C(/C=C/c1ccccc1Cl)NC1CCS(=O)(=O)C1 (configuration not stated)	-9	nt	nt	-5	0.0	1	-4	0.0
CCOC(=O)C(NC(C)=O)C(O)c1ccc([N+](=O)[O-])cc1 (configuration not stated)	0	-7	1	-11	nt	-1	-4	0.0
COc1ccc(NC(=O)Nc2ccc3c(c2)CC(=O)N([C@@H](C)CO)C[C@H](C)[C@@H](CN(C)C(=O)NC(C)C)O3)cc1	32	-8	5	-1	0.3	nt	2	-1.1
COc1cccc(NC(=O)N2CC3(C2)[C@H](c2ccccc2)[C@H](CO)N3C(C)=O)c1	8	nt	nt	-13	0.6	-15	-3	0.0
CN1C2CCC1CC(NC(=O)CSc1ccc(Cl)cc1)C2 (configuration not stated)	11	nt	nt	9	0.2	5	-10	0.9
O=C(Nc1cccc(F)c1)N1CC(=O)N2[C@@H](CO)[C@H](c3ccc(-c4cccc(F)c4)cc3)[C@@H]2C1	-6	nt	nt	10	0.4	2	-8	0.0
CCN(C[C@@H]1N[C@@H](CO)[C@H]1c1ccc(-c2cccc(C#N)c2)cc1)C(C)=O	-7	1	3	-5	0.0	0	-4	0.2
CO[C@@H]1CN(C)C(=O)c2cc(NC(=O)C3CC3)ccc2OC[C@@H](C)N(C(=O)c2ccncc2)C[C@@H]1C	0	-3	0	9	-0.4	5	-2	0.0
CCNC(=O)C[C@@H]1CC[C@@H]2[C@H](COC[C@@H](O)CN2Cc2ccncc2)O1	12	-18	-4	-9	-0.1	-6	-3	0.1
COc1ccccc1-c1cn[nH]c1-c1ccc(OCc2ccc(F)cc2)cc1O	1	-5	1	-1	nt	1	0	0.3
Cc1cccc(OCc2nnc(SCC(=O)NCCc3ccccc3)o2)c1	-3	-7	-2	-9	nt	nt	10	nt
Cc1ccc(S(=O)c2snnc2C)cc1 (configuration not stated)	-1	-9	0	-7	0.0	4	20	-0.1
CO[C@@H]1CN(C)C(=O)c2cc(NC(=O)Nc3cccc(F)c3)ccc2OC[C@@H](C)N(C(C)=O)C[C@H]1C	?	1	-5	-5	0.1	1	2	0.0
COc1ccc(S(=O)(=O)N2CCC(C(=O)N[C@@H](C)C(=O)NC3CCCC3)CC2)cc1	9	5	-2	-5	nt	6	2	0.0
Cc1ccc(S(=O)(=O)N(C)C[C@H]2Oc3ncc(C#CCC(C)C)cc3C(=O)N([C@@H](C)CO)C[C@@H]2C)cc1	-5	-5	-3	-6	0.0	nt	2	0.0
c1ccc(CCCNc2ncnc3nc[nH]c23)cc1	3	-2	21	-5	-0.3	8	-17	0.5
CN1C(=O)/C(=C/c2ccc(O)c([N+](=O)[O-])c2)NC1=S	-1	nt	nt	-4	nt	1	-15	0.0
C[C@H](CO)N1C[C@H](C)[C@H](CN(C)C(=O)c2ccncc2)Oc2cc(C#C[C@@H](C)O)ccc2S1(=O)=O	11	-8	0	-5	0.3	-10	-10	0.4
COc1ccc(CN(C)C[C@@H]2Oc3c(NC(=O)Nc4ccccc4)cccc3C(=O)N([C@@H](C)CO)C[C@@H]2C)cc1	-8	-9	-1	14	0.1	nt	-4	-0.3
Cc1cc(S(=O)(=O)Nc2cccc([N+](=O)[O-])c2)c(C)s1	-1	-1	2	-13	0.0	-1	-3	0.0
C[C@@H]1CN([C@H](C)CO)C(=O)c2cc(NC(=O)Nc3ccc(F)cc3)ccc2O[C@@H]1CN(C)C(=O)Nc1ccc(F)cc1	6	7	2	13	0.6	nt	-13	0.2
CCC(=O)N1[C@H](C(=O)Nc2nccs2)[C@@H](CO)[C@@H]2Cn3c(ccc(/C=C/c4ccccc4)c3=O)[C@@H]21	20	4	2	12	0.1	nt	2	-0.1
COc1cc2c(c(OC)c1OC)CC(c1ccccc1)=C(c1ccccc1)CC2NC(=O)C(F)(F)F (configuration not stated)	-4	nt	nt	-6	0.0	-2	1	0.4
COc1ccccc1C(=O)N1C[C@H]2[C@@H](c3ccccc31)[C@H](CO)N2C(=O)Cc1cccnc1	2	-13	-1	-2	-0.3	nt	6	-0.1
Cc1cccc(Nc2nc(-c3ccc(O)c(O)c3)cs2)n1	1	-2	93*	-8	0.0	-4	-33	-0.1

Additional structures follow.
canonical_smiles	S100A4 MyoIIA	RAD54 inh	esBAF inh	RAD52 anneal inh	E-sel inducer	FN deposition inh	EWS-Fli block	XiGFP reactiv
Cc1cc(C(=O)CCC(=O)Nc2ccc(C(N)=O)cc2)c(C)s1	-2	-14	-2	-11	0.6	-12	-6	0.2
CN(C)c1ccc2c(c1)[C@H]1C[C@H](CC(=O)NCc3ccc4c(c3)OCO4)O[C@H](CO)[C@H]1O2	5	19	5	5	0.8	nt	-4	0.4
O=C(NCC(c1ccco1)N1CCc2ccccc2C1)c1cccc(F)c1 (configuration not stated)	-4	-7	-7	-9	?	4	0	0.0
CCOC(=O)COn1c(-n2nc(C)cc2C)nc2ccccc2c1=O	1	-5	3	-6	0.2	3	7	0.1
CN1CCN(C(=O)C2CCN(S(=O)(=O)c3ccc4c(c3)oc(=O)n4C)CC2)CC1	-11	-14	-3	-2	-0.6	-4	1	0.1
O=C(Nc1ncc(Br)s1)C1CCCN1S(=O)(=O)c1cccc2cccnc12 (configuration not stated)	0	2	-3	-21	nt	-2	16	2.5
Cn1c(=O)c2cc(NC(=O)NCCc3cccs3)ccc2n1C/C=C/c1ccccc1	-5	7	9	-25	-0.1	7	-17	0.0
Cc1cc(C)cc(-c2nnc(SCC(=O)Nc3cc(C)on3)o2)c1	-18	-4	-3	-32	-0.8	-5	5	0.3
CC(C(=O)Nc1nc(-c2ccc(F)c(F)c2)cs1)N1C(=O)C2CC=CCC2C1=O (configuration not stated)	11	5	4	-27	nt	3	-7	1.1
COc1ccc(C(=O)COC(=O)c2cc(=O)c3ccccc3o2)cc1	1	10	0	-6	-0.2	1	4	0.0
O=C(NC1CCSC1=O)C1CC(=O)N(c2ccc(F)cc2)C1 (configuration not stated)	-4	6	-3	-17	nt	-2	-8	0.0
